CD11b adhes enh = enhancers of CD11b/CD18 adhesion to fibrinogen, primary screen, K562 cells, luminescence; activation, % at 10 µM; Integrin beta-2 (Homo sapiens) + Integrin alpha-M (Homo sapiens), P05107+P11215; ATPlite luminescence; 93,000 compounds, 0.07% hits; AID 1499, 2009;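 active means 10 µM primary screen giving 50% or more activity, confirmed by 40% or more on retest at that dose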; further: strong numbers were not always called active; reference of the scale not given here
ERa coact pot = enhancers of ERα–SRC-1 coactivator binding, primary screen, biochemical, TR-FRET, ERα LBD, low estradiol; Estrogen receptor (Homo sapiens), P03372; 86,000 compounds, 1.3% hits; TR-FRET ERalpha-LBD/SRC-Cy5 coactivator binding, 2 h; 100 = basal binding, no effect; coactivator binding (% of control), % at 25.6 µM; in the data active means activity above about 200%;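 further: binding measured in presence of low estradiol as agonist stimulus; 0% = peptide alone without receptor and 100% = receptor with peptide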
Target sequence (P03372 whole entry, looked up, the tested form may be a part): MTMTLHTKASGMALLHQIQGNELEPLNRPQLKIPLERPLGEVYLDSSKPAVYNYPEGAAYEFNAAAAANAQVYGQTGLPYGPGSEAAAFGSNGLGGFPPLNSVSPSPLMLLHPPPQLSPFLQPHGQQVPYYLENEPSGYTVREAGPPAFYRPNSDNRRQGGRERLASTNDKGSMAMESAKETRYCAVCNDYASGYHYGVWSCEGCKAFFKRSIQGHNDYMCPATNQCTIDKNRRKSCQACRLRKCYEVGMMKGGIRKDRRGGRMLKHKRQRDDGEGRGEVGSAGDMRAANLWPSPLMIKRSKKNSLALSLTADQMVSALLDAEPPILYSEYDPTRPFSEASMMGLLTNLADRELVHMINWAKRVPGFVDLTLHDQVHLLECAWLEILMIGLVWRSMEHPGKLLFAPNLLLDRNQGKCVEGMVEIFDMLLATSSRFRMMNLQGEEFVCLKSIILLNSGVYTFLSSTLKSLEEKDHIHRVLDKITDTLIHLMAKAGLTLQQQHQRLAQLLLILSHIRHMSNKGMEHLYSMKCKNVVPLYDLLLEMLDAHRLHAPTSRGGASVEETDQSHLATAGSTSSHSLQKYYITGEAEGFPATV
Candida biofilm = clotrimazole potentiators killing Candida biofilms, primary screen, with clotrimazole, Alamar Blue; inhibition, % at 6 µM; 85,000 compounds, 0.14% hits; C. albicans biofilm + clotrimazole; AID 834, 2007;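 active means inhibition above 20%; inactive means inhibition below 20%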;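 further: preformed 24 hr biofilms exposed to compound for 48 hr; 0% = biofilm without compound and 100% = blank killed by clotrimazole plus chlorhexidine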
sEH activator = soluble epoxide hydrolase activators, primary screen, biochemical, human sEH; purified human sEH enzymatic activity, activator screen; activation, % at 2 µM; 91,000 compounds, 0.04% hits; AID 717, 2007; Bifunctional epoxide hydrolase 2 (Homo sapiens), P34913; in the data active means activation above about 37%; further: values of inactives mirror those of a sister screen read the other way
MT1-MMP txn act = MT1-MMP promoter reporter activation – cell-based, luciferase luminescence, primary screen; HT1080 MT1-MMP promoter luciferase reporter, overnight; active compounds read high; activation factor at 10 µM; 86,000 compounds, 0.16% hits;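 active means activation factor of at least 2 for MT1-MMP transcription at 10 µM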
Smad3 FoxH1 inh = Smad3/FoxH1 peptide binding inhibitors, primary screen, biochemical, TR-FRET. 88,000 compounds, 0.29% hits. inhibition, % at 25 µM. AID 630, 2007. Mothers against decapentaplegic homolog 3 (Homo sapiens), P84022. TR-FRET Smad3/Dy647-FoxH1 peptide binding, europium anti-His;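 active means compounds that reduce the energy-transfer binding signal between the protein and its labelled peptide by more than half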;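 further: 0% = Smad3 plus labelled peptide maximal FRET and 100% = peptide-only background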
Target sequence (P84022 whole entry, looked up): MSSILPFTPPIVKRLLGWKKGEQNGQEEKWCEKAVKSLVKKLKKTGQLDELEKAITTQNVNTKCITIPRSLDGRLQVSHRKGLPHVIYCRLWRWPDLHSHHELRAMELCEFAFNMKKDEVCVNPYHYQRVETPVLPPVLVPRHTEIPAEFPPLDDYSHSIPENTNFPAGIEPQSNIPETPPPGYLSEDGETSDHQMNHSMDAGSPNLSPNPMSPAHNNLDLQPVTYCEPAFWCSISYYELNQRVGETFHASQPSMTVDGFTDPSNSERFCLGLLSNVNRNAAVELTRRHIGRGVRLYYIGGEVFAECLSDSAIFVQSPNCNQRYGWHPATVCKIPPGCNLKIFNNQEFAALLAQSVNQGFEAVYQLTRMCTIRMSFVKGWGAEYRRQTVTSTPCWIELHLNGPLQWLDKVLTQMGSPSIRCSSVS
ERb SRC1 inh = inhibitors of ERβ-SRC1 coactivator interaction, primary screen, biochemical, TR-FRET, ERβ LBD, SRC-1 peptide; inhibition, % at 25.6 µM; TR-FRET ER-beta LBD / SRC1-Cy5 peptide binding; receptor agonist-loaded with 1 µM estradiol; 86,000 compounds, 1.3% hits; AID 633, 2007; Estrogen receptor beta (Homo sapiens), Q92731;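 active means compounds whose percent inhibition of the receptor-coactivator binding signal exceeds about 50% in the single-dose screen, limit read from the data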;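 further: 0% = receptor plus peptide wells without compound and 100% = peptide-only wells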
Mac1 fbg inh = inhibitors of CD11b/CD18 adhesion to fibrinogen, primary screen, K562 cells, luminescence. 93,000 compounds, 0.54% hits. inhibition, % at 10 µM. ATPlite luminescence; Mn2+ added to activate the integrin. Integrin beta-2 (Homo sapiens) + Integrin alpha-M (Homo sapiens), P05107+P11215;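 active means primary inhibition of 50% or more at 10 µM, then 40% or more on retest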; further: some results filed as inactive read as strong as hits
sEH inh = soluble epoxide hydrolase inhibitors, primary screen, biochemical, human sEH; 91,000 compounds, 0.34% hits; AID 707, 2007; recombinant human sEH enzymatic activity assay; inhibition, % at 2 µM; in the data active means inhibition above about 80%; further: values of inactives mirror those of a sister screen read the other way; many of its hits are not listed in these tables
The depositor's hits bear a star; . = not tested or not shown; [ ] = remark or other dose. This is a subset; the hit share may differ from the screen's.

compound,CD11b adhes enh,ERa coact pot,Candida biofilm,sEH activator,MT1-MMP txn act,Smad3 FoxH1 inh,ERb SRC1 inh,Mac1 fbg inh,sEH inh
O=C(CCC1(C(=O)O)CCC(=O)NC1)NCc1ccccc1 (stereo unspecified),-1,111,4,1,1.1,1,-7[fluorescence artefact?],20,-4
c1ccc(Cn2c(-c3cccs3)nc3nc4ccccc4nc32)cc1,1,143,5,5,1.2,-4[fluorescence artefact?],17,-11,-7
CCCC(C)NC(=O)c1ccc(C2SCC(=O)N2Cc2ccco2)cc1 (stereo unspecified),-5,99,-2,4,.,0,5,-5,-2
Cn1c(CSc2nc3ccccc3s2)nnc1SCC(=O)NCc1ccccn1,.,91,2,11,1.1,1,5,.,-8
Cc1ccc(S(=O)(=O)N(C)c2ccc(OCC(=O)NCc3ccco3)cc2)cc1,0,99,-2,1,1,23,-3,-2,-2
Cc1sc2c(=O)n3c(nc2c1C(=O)NC1CCCCC1)CCCCC3,-3,106,-5,-4,1.3,-19,5,0,7
Cc1ccc(/C=C2/SC(=S)N(CCC(=O)N3CCN(c4ccccc4)CC3)C2=O)cc1,-4,.,.,16,.,.,.,0,-17
COc1ccc(OC)c(NC(=O)c2cc3ccccc3o2)c1,-2,110,4,4,1.3,13[fluorescence artefact?],-6,9,-1
COc1ccccc1NC(=O)CSc1nc(O)c(Cc2ccccc2)c(=O)[nH]1,0,116,-2,0,1.1,-10,16,21,0
CCCCSc1nc2c(c(C(F)(F)F)c1C#N)CCC2,1,90,4,-1,1.1,6,-9,19,1
Cc1cc(C)c(S(=O)(=O)Nc2c(C)[nH]c(=O)[nH]c2=O)c(C)c1,12,.,.,-3,.,.,.,-1,4
O=C1c2ccccc2NC(c2ccc3c(c2)OCCO3)N1c1ccc2c(c1)OCCO2 (stereo unspecified),-3,97,3,.,0.6,14,0,10,.
O=C1NC(c2ccncc2)Nc2sc3c(c21)CCCC3 (stereo unspecified),0,72[fluorescence artefact?],10,-7,1.4,6,3[fluorescence artefact?],3,5
Cc1cc(C)c(C#N)c(N2CCN(CCOc3ccc(Cl)cc3)CC2)n1,0,109,-4,2,1,-4,-8,35,-5
O=C(Nc1ccccc1F)c1ccc2nc(N3C(=O)CCC3=O)sc2c1,2,.,.,7,.,.,.,-4,-7
COC(=O)[C@H](Cc1ccccc1)NC(=O)N1CC(C)OC(C)C1 (stereo partly specified),-4,128,3,3,1,-3,-15[fluorescence artefact?],-3,-1
COc1ccc(N2CCN(C(=O)C(CCSC)N=C3NS(=O)(=O)c4ccccc43)CC2)cc1 (stereo unspecified),-2,109,-2,-8,1.1,6,-1[fluorescence artefact?],-10,7
CCOC(=O)N1CCN(C(=O)CSc2nnc(CNC(=O)c3ccccc3F)o2)CC1,-3,96,5,-6,.,-1,-4,1,8
COc1ccccc1NC(=O)c1ccc(Br)o1,-2,111,8,-2,1.3,-18,41,-20,3
NC(CSC12CC3CC(CC(C3)C1)C2)C(=O)O (stereo unspecified),5,120,8,-8,1.1,-6,2,-24,7
O=C(CCn1c(=O)oc2ccccc21)N1CCCCCC1,.,116,10,17,1.2,11,-30[fluorescence artefact?],.,-17
CCN(CC)CCCOc1nc(C)nc2c1oc1ccccc12,4,132,4,18,1,4,-18,-3,-16
CCn1c(SCCC(=O)O)nnc1-c1cccnc1,-2,111,-6,.,1.1,16,1,-12,.
COc1cc(N2C(=O)NC3CC2(C)Oc2ccc(Br)cc23)cc(OC)c1OC (stereo unspecified),.,104,4,.,1,17[fluorescence artefact?],-30,.,.

A draw from above in order of heavy-atom count, ascending.
compound,CD11b adhes enh,ERa coact pot,Candida biofilm,sEH activator,MT1-MMP txn act,Smad3 FoxH1 inh,ERb SRC1 inh,Mac1 fbg inh,sEH inh
CCn1c(SCCC(=O)O)nnc1-c1cccnc1,-2,111,-6,.,1.1,16,1,-12,.
CCN(CC)CCCOc1nc(C)nc2c1oc1ccccc12,4,132,4,18,1,4,-18,-3,-16
O=C(Nc1ccccc1F)c1ccc2nc(N3C(=O)CCC3=O)sc2c1,2,.,.,7,.,.,.,-4,-7

Additional entries
compound,CD11b adhes enh,ERa coact pot,Candida biofilm,sEH activator,MT1-MMP txn act,Smad3 FoxH1 inh,ERb SRC1 inh,Mac1 fbg inh,sEH inh
CCOc1ccccc1NC1c2ccccc2C(=O)N1c1cccnc1 (stereo unspecified),-2,105,-3,20,1.3,-5,-7[fluorescence artefact?],3,-19
COc1ccc(S(=O)(=O)Nc2ccc3ccccc3c2)cc1C,-2,97,0,0,1,0,0[fluorescence artefact?],10,-2
CC1Cc2ccccc2N1C(=O)CSc1nnc(CSc2ncccn2)n1C (stereo unspecified),-1,100,-3,.,1.1,7,-7,-16,.
O=C(NC1CCCCC1)c1ccc(CNc2c(N3CCOCC3)c(=O)c2=O)cc1,5,88[fluorescence artefact?],15,.,.,-6,10,-2,.
CCN(CC)C(=O)C1=C(C)NC(=S)NC1c1cn(-c2ccccc2)nc1-c1ccc(Cl)cc1 (stereo unspecified),.,112,5,4,1.2,-13,-4,.,-2
O=C(N/C(=C/c1cccs1)C(=O)N1CCCCCC1)c1ccccc1,.,86,8,15,1.2,4,-16,.,-15
Cc1oc(C(C)(C)C)cc1C(=O)NCC(=O)NCC(=O)O,-1,106[fluorescence artefact?],1,1,1,-4,2,10,-1
COc1ccc(-c2nn(-c3ccccc3)cc2/C=N/n2cnnc2)cc1OC,13,112,8,8,1.1,-5,-28,-60,-5
COc1cccc(CNc2ccc(N3CCCCC3)cc2)c1OC,1,109,.,8,1.6,-2,3,-6,-2
COc1cccc(C(=O)CSc2nnnn2C2CCCCC2)c1,-2,.,.,0,.,.,.,2,1
O=C(CSc1ncnc2c1nnn2-c1ccc(F)cc1)NCC1CCCO1 (stereo unspecified),0,112,3,-16,0.9,18,5[fluorescence artefact?],-18,19
COc1cc2c(cc1OC)C1(Nc3c-2c(Cc2ccccc2)nn3-c2ccccc2)C(=O)Nc2ccccc21 (stereo unspecified),16,76[fluorescence artefact?],-2,-8,1.1,-1,17,-6,5
O=C(NCc1ccccc1)N1CCC(c2nc3ccccc3[nH]2)CC1,-2,116,4,-5,1.1,7,6,1,5
CC(C)(C)OC(=O)c1c(N)n(CCCN2CCCC2=O)c2nc3ccccc3nc12,-4,121,3,-2,1.1,4,-2,-3,2
CCN(Cc1ccccc1)C(c1cc2cc(C)cc(C)c2[nH]c1=O)c1nnnn1CCOC (stereo unspecified),0,136[fluorescence artefact?],6,-9,1.7,19,2[fluorescence artefact?],1,10
Nc1nnc(SCc2ccc(F)cc2)s1,0,107,2,0,1.1,6,-5,-12,-3
O=C(Nc1ccn(Cc2ccccc2F)n1)c1ccc(COc2ccccc2Cl)cc1,-1,.,.,8,.,.,.,4,-6
CCOCCc1nnc(NC(=O)COC)s1,1,126[fluorescence artefact?],9,-1,1.3,15,-4,-7,1
COc1ccc(-c2cc(C(=O)N3CCN(c4ccccc4)CC3)c3ccccc3n2)cc1OC,-5,102,2,16,1.4,12,4,1,-18
COC(=O)/C(C#N)=C1/SC=C(C)N1c1ccccc1,-3,107,2,2,1.1,4,-11,7,1
O=C(NCc1ccc2c(c1)OCO2)c1cccc(F)c1,-1,119,6,-13,1.2,16,-21[fluorescence artefact?],-16,13
O=C(c1cc(-c2ccco2)on1)N1CCCc2ccccc21,-1,95,4,.,1.3,10,52*,4,.
Cc1ccc(C)c(S(=O)(=O)Nc2ccc(O)cc2)c1,1,114,-6,-3,1.1,-7,-9[fluorescence artefact?],-9,3
O=C(c1ccc(S(=O)(=O)N2CCC(c3nc4ccccc4[nH]3)CC2)cc1)N1CCOCC1,-4,116[fluorescence artefact?],6,.,1.1,-3,-6,-2,.
COCCSc1nnc(NC(=O)Cc2ccccc2OC)s1,4,135,8,0,1.2,-19,-5,-21,2
Cc1nc2sc(C(=O)O)c(N)c2c2c1COC(C)(C)C2,-4,132,9,.,1.1,-1,-12,-6,.
CCOC(=O)c1ccc(NC2c3ccccc3C(=O)N2c2ccccn2)cc1 (stereo unspecified),-2,.,.,-8,.,.,.,-6,10
CCOC(=O)c1ccc(NC(=O)c2cccc(S(=O)(=O)N3CCOCC3)c2)cc1,-3,106,5,.,1.1,5,-2,40,.
COc1cccc(NC(=O)CN(C)S(=O)(=O)c2ccc(C)cc2)c1,-2,105,14,.,1.3,2,0,2,.
COc1ccc(OC)c(S(=O)(=O)N2C(C)CCCC2C)c1 (stereo unspecified),0,92,3,.,0.9,-13,5,0,.
Cc1oc2c(c1C(=O)Nc1cccc(C(=O)O)c1)CCCC2,-3,95,-3,-11,1.7,3,18,1,10
CCOC(=O)N1CCC(NC(=O)c2cc3ccccn3n2)CC1,3,88,6,-19,1.1,-12,7,5,16
Cc1ccc(Nc2nc(CSc3nnnn3-c3ccccc3)cs2)cc1,-5,103[fluorescence artefact?],.,-8,1,-3,-5,46,10
CC1CCc2[nH]nc(C(=O)O)c2C1 (stereo unspecified),1,106,11,.,1.1,15[fluorescence artefact?],-8,-3,.
CCOc1ccc(NC(=O)COC(=O)Cc2ccc(S(=O)(=O)N3CCOCC3)s2)cc1,5,.,.,-4,.,.,.,-27,6
N#C/C(=C(/O)COC(=O)CCc1ccc(S(=O)(=O)N2CCOCC2)cc1)c1nc2ccccc2[nH]1,78,76[fluorescence artefact?],-3,8,1.3,-2,22[fluorescence artefact?],-29,-4
Cc1ccccc1NC(=O)c1cccc(S(=O)(=O)Oc2ccc([N+](=O)[O-])cc2)c1,6,.,.,2,.,.,.,-6,1
Cc1nc(-c2cccc(S(=O)(=O)N3CC(C)CC(C)C3)c2)cs1 (stereo unspecified),0,80,7,-1,1,-10,-5,4,-2
N#Cc1nc(Cc2ccccc2)oc1N1CCN(c2ccccc2)CC1,-2,98,-2,-5,1.1,0,-4,8,4
CC(=O)OCn1nnc2ccccc2c1=O,.,105,8,-7,1.1,1,-29,.,11
O=c1c2sc3nc(N4CCOCC4)c4c(c3c2ncn1Cc1ccco1)CCCC4,.,115[fluorescence artefact?],6,.,1.2,5,-2,.,.
CCn1cc(C(=O)O)c(=O)c2cc(Br)ccc21,-3,100,1,20,1.3,9,0[fluorescence artefact?],-12,-23
O=C(O)c1[nH]c2ccccc2c1CC(=O)N1CCOCC1,1,114,3,.,1,-5,11,3,.
CCOCCCN(C(=O)Nc1ccc(CC)cc1)C1CCN(C(C)=O)CC1,-6,119,3,.,1.1,-10,2,3,.
COCCCNC(=O)CCCn1c(=O)c2ccccc2n(CC(=O)Nc2c(C)cc(C)cc2C)c1=O,.,113,-1,.,1.1,16,4[fluorescence artefact?],.,.
CCOC(=O)c1c(C)[nH]c(C(=O)NNC(=O)c2ccccc2)c1C,-4,.,.,8,.,.,.,-13,-5
